Gal4-VP16 FLuc: counter-screen for ROR gamma inhibitors: Gal4-VP16 reporter; Drosophila S2 Gal4-VP16 UAS-luciferase, luminescence, 20 h; Potency, µM (doses to about 53.6 µM), without a hit: at the highest dose activity, negative = inhibition, most hits filed as inhibitors; 310,000 tested, 3.5% active;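 further: Gal4-VP16 expression switched on by copper sulfate through the metallothionein promoter; potency means the concentration at half of the fitted maximal effect; on the % scale 0 is the no-effect control and ±100 the full control effect; nearly all actives have a fitted effect of over 50% in size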
MBNL1 CUG block: blocks human MBNL1 binding to CUG repeat RNA | 280,000 tested, 0.036% active | Potency, µM (doses to about 57.5 µM), for inactives: at the top dose activity change, negative = inhibition, hits mostly inhibitors | AID 2675 | Q9NR56 | TR-FRET MBNL1-His/biotin-(CUG)12 binding, 665/545 ratio; active means well fitted inhibition curve with a large enough effect in the signal ratio, with a control signal flat, not every such curve was filed as active; inconclusive means small, poorly fitted or top-dose-only effect, or effect the other way, or a change in a side signal; inactive means no such curve, though single readings can be large or run the other way; the % refers to the signal ratio; further: potency means the concentration at half of the fitted maximal effect; on the % scale 0 is the no-effect control and ±100 the full control effect
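Ratiometric TR-FRET (665 over 545 nm, excitation 340 nm) tracks disruption of MBNL1-His/biotin-(CUG)12 complex after 60 min at room temperature, with compounds at 92 nM to 58 uM final.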
RORg inh: ROR gamma (mouse) transcription inhibition; P51450; Drosophila S2 Gal4-RORgamma UAS-luciferase reporter, 20 h; Potency, µM (series often up to 53.6 µM), without a hit: at the highest dose activity change, negative = inhibition, usual class: inhibitors; 310,000 tested, 5.4% active; further: potency means the concentration at half of the fitted maximal effect; on the % scale 0 is the no-effect control and ±100 the full control effect; nearly all actives have a fitted effect of over 60% in size
Target sequence (P51450 whole entry, looked up, the tested form may be a part): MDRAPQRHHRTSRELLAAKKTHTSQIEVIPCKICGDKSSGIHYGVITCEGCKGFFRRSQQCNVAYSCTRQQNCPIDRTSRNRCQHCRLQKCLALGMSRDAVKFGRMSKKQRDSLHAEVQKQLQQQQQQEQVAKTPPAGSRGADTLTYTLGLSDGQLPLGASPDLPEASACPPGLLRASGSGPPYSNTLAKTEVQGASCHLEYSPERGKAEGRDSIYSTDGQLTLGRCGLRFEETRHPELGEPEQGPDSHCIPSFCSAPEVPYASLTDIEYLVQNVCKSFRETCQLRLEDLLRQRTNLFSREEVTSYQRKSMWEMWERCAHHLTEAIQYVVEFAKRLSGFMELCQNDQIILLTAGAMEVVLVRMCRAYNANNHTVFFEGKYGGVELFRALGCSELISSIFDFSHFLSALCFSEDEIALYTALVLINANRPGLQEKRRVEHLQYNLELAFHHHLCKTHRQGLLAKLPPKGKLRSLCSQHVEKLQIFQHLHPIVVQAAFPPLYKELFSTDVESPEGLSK
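ROR gamma transcriptional activity was tracked as Gal4-UAS luciferase output in stably transfected Drosophila Schneider cells, with compound added 1 hr before 700 uM copper sulfate induction and a 20 hr ambient-temperature incubation.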
PKM2 activator: PKM2 (human) enzyme activation; AID 1631; P14618; Potency, µM (highest dose often 57.5 µM), for the others: at the highest dose activation, hits mostly activators; 260,000 tested, 0.34% active; purified PKM2, Kinase-Glo ATP luminescence, activation; response scale: 0% is enzyme alone, no compound; further: potency means the concentration at half of the fitted maximal effect; on the % scale 0 is the no-effect control and ±100 the full control effect; nearly all actives have a fitted effect of over 55% in size
Target sequence (P14618 whole entry, looked up): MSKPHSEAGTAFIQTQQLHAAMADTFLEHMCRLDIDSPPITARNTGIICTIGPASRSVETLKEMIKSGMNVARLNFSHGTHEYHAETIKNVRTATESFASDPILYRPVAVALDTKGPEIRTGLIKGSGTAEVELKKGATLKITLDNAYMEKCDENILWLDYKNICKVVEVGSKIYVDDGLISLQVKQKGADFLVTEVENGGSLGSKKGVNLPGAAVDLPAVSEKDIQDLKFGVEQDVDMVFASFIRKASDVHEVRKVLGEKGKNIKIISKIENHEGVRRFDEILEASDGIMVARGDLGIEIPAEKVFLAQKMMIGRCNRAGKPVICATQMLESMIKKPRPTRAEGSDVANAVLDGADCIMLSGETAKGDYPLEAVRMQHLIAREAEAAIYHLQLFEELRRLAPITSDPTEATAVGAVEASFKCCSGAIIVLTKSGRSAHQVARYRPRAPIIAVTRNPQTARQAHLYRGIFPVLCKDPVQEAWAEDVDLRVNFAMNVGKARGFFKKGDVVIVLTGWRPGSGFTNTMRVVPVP
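Purified hPK-M2 (>95%) run at intermediate activity with 0.1 mM ADP and 0.5 mM PEP in 50 mM imidazole pH 7.2, KCl, MgCl2; 1 h room temperature. ATP formed read by Kinase-Glo luminescence; normalized to uninhibited and no-enzyme controls.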
Mito fusion yeast: inhibitors of mitochondrial division or activators of mitochondrial fusion | S. cerevisiae fusion-defective mutant growth rescue, CellTiterGlo 48 h | Potency, µM (doses to about 46.1 µM), without a hit: at the highest dose growth rescue (activation), hits mostly activators | 320,000 tested, 0.23% active | AID 485298;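 further: potency means the concentration at half of the fitted maximal effect; % of control where 0% means no effect; nearly all actives have a fitted effect of over 45% in size; temperature-sensitive fusion mutants such as fzo1-1 at 37 °C on non-fermentable ethanol glycerol medium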
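S. cerevisiae fusion-defective temperature-sensitive mutants (e.g. fzo1-1, mgm1-5) grown 48 h at 37C in YPEG (ethanol/glycerol non-fermentable) medium with 23 nl compound per well; growth rescue read as CellTiterGlo luminescence.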
ELG1 DNA repair: ELG1-dependent DNA repair inhibition; 330,000 tested, 2.3% active; HEK293T ELG1-luciferase reporter, luminescence, 16 h; DNA damage induced by 5-fluorouridine; Potency, µM (titrated, usually from 46.1 µM), for the others: at the top dose activity change, negative = inhibition, usual class: inhibitors; AID 504467; further: potency means the concentration at half of the fitted maximal effect; on the % scale 0 is the no-effect control and ±100 the full control effect; nearly all actives have a fitted effect of over 55% in size
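DMSO vehicle served as the neutral condition. Each well held 2,000 cells given 5-fluorouridine plus compound; after 16 hr at 37 °C/5% CO2, ONE-Glo was added and luciferase measured 30 min later.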
NPC1 promoter act: activates the NPC1 promoter | AID 485313 | 320,000 tested, 2.4% active | Huh7 NPC1 promoter luciferase reporter, 24 h | Potency, µM (doses to about 9.22 µM), without a hit: at the top dose activation, hits mostly activators;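 further: potency means the concentration at half of the fitted maximal effect; % of control where 0% means no effect; nearly all actives have a fitted effect of over 60% in size; reporter is driven by a mutant NPC1 promoter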
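Luminescence read-out of NPC1 promoter-driven luciferase in stably transfected Huh7 cells; compounds delivered in DMSO and left 24 h at 37C, 5% CO2, qHTS titration format.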
Rab9 promoter act: activators of Rab9 promoter; Huh7 Rab9 promoter-luciferase reporter, luminescence, 24 h; Potency, µM (doses to about 9.22 µM), without a hit: at the top dose activation, negative = inhibition, actives largely listed as activators; 320,000 tested, 2.8% active; further: potency means the concentration at half of the fitted maximal effect; % of control where 0% means no effect; nearly all actives have a fitted effect of over 60% in size
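Luciferase signal after 10 min detection reagent at ambient indicates Rab9 promoter upregulation; stably transfected Huh7 cells were treated 24 h with compound in DMSO at 37 °C, 5% CO2.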
Menin MLL FP TR: menin-MLL binding inhibition, Texas Red mutant peptide | O00255 | Menin + Texas Red MLL mutant peptide, fluorescence polarization | Potency, µM (titrated, usually from 61.6 µM), for the others: at the top dose FP activity change, negative = inhibition, actives largely listed as inhibitors | 270,000 tested, 0.23% active | AID 1768; active means well fitted inhibition curve with a large enough effect in the polarisation, with a control signal flat, not every such curve was filed as active; inconclusive means small, poorly fitted or top-dose-only effect, or effect the other way, or a change in a side signal; inactive means no such curve, though single readings can be large or run the other way; the % refers to the polarisation; further: potency means the concentration at half of the fitted maximal effect; % of control where 0% means no effect; many of its hits are not listed in these tables
FLuc modulator: firefly luciferase modulation, counter-screen for miR-21 project; P08659; purified FLuc, Km substrates, luminescence inhibition; Potency, µM (doses to about 57.5 µM), for inactives: top-dose activity change, negative = inhibition, most hits filed as inhibitors; 360,000 tested, 6.9% active;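 further: potency means the concentration at half of the fitted maximal effect; plate controls were vehicle for no effect and reference inhibitor for full effect; nearly all actives have a fitted effect of over 55% in size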
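Purified P. pyralis luciferase (10nM final) with 10uM D-luciferin and 10uM ATP (Km levels) in 50mM Tris acetate pH 7.5, 10mM Mg acetate, 0.01% Tween-20, 0.05% BSA; qHTS 6-point titration, ~60 µM downward; luminescence read.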
KCNH2 3.1 block: inhibitors of human KCNH2 3.1 potassium channel isoform. U2OS KCNH2 3.1, thallium flux FluxOr; stronger effect = lower value. activity change, % (tested at about 1.8 µM). 340,000 tested, 0.95% active. AID 720553;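 active means maximum activity change below -70%; inconclusive means maximum activity change from -70% to -50%; inactive means maximum activity change above -50%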;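 further: thallium influx rate constant from kinetic fluorescence after stimulation buffer; on the % scale 0 is the no-effect control and ±100 the full control effect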
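Measured as rate of thallium-driven FluxOr signal in transduced U2OS cells carrying the 3.1 channel, read kinetically for 2 min upon stimulation; values are rate constants scaled to DMSO control wells.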
Starred values were filed as active, the others as inactive; u = inconclusive; x = not tested or not shown; [ ] = remark or other dose. Unless noted, the call rests on the fitted dose curve; in most records, active means well fitted curve in the direction sought with a large enough effect; inconclusive means small, poorly fitted or top-dose-only effect, or another doubt; inactive means no such curve, though single readings can be large; an effect the other way counts as inactive or inconclusive. An excerpt; count on the stated rates, not on these rows.

Molecule,Gal4-VP16 FLuc,MBNL1 CUG block,RORg inh,PKM2 activator,Mito fusion yeast,ELG1 DNA repair,NPC1 promoter act,Rab9 promoter act,Menin MLL FP TR,FLuc modulator,KCNH2 3.1 block
C/C(=N\NC(=O)c1ccc(-c2ccccc2)cc1)C1C(=O)c2ccccc2C1=O,12%,-5%,u,14%,-1%,u,-5%,-3%,u,-2%,8
CCCCNS(=O)(=O)c1ccc2nc(-c3cccs3)cc(C(=O)NCC(OC)OC)c2c1,-6%,59%[activator],4%,0%,-4%,-29%,1%,-4%,9%,1%,x
CCc1cc2c(=O)[nH]c(N3CCOCC3)nc2s1,u,-22%,18%,-14%,-1%,u,9%,1%,-4%,u,0
COc1ccc(-c2cc(C(F)(F)F)n3nc(C(=O)NCCCN4CCOCC4)cc3n2)cc1,-5%,12%,19%,-2%,-5%,-1%,-8%,-5%,8%,2%,14
Cc1cc(Br)ccc1OCCCCNCCO,1%,-3%,-1%,1%,-9%,-4%,2%,-2%,0%,2%,2
O=C(Nc1nccc(-c2cccs2)n1)c1ccccc1Cl,0%,9%,29%,9%,-2%,u,6%,18%,u,-17%,2
Cc1noc(C)c1C(=O)OCC(=O)N(C)C1(C#N)CCCCC1,x,x,x,x,7%,u,2%,25%,x,x,-1
CCC(C)N(C(=O)Cn1nnc(-c2ccc(Cl)cc2)n1)C1CCS(=O)(=O)C1 (stereo not given),x,x,x,x,-3%,16%,-2%,-17%,x,-2%,-5
O=C(CN1C(=O)NC2(CCCC2)C1=O)OCc1ccccc1F,x,x,x,x,0%,21%,-3%,3%,x,-2%,0
COc1ccc(C(CNC(=O)C(C)Oc2ccc(Br)cc2)N2CCOCC2)cc1 (stereo not given),x,x,x,x,2%,0%,-1%,-5%,x,-1%,19
CSC(=S)N(C)C1CCS(=O)(=O)C1 (stereo not given),-3%,-2%,-2%,-3%,-4%,9%,-4%,1%,1%,6%,3
CC(C)(CCl)C(=O)Nc1ccc(C(F)(F)F)cc1,u,x,31%,1%,3%,7%,-5%,10%,9%,-20%,2
COc1ccc(Cl)c(NC(=O)Nc2c(C)n(-c3ccccc3)c(=O)n2C)c1,14%,3%,3%,-3%,-1%,-5%,12%,0%,1%,-1%[2.3 µM],-2
CC(Sc1nc2ccccc2s1)C(=O)NC1CCCc2ccccc21 (stereo not given),-13%,5%,10%,2%,u,-4%,-4%,-6%,-1%,3%,-9
CCOC(=O)C1CCN(S(=O)(=O)c2ccc(C(=O)OC)cc2)CC1,10%,-4%,2%,-5%,-1%,x,x,x,6%,5%,3
O=C(CNC(=S)N(Cc1ccc(F)cc1)C1CCCCC1)NC1CC1,-1%,2%,-3%,-1%,-1%,-6%,0%,2%,-2%,-2%,-11
COc1ccc(N2CCN(C(CNC(=O)CC(C)(C)C)c3ccc4c(c3)OCO4)CC2)cc1 (stereo not given),-3%,-5%,10%,0%,4%,-8%,-2%,-3%,-21%,2%,-10
O=C(O)CN1CCN(CC(=O)O)CCN(CC(=O)O)CCN(CC(=O)O)CC1,x,x,x,x,-2%,u,-4%,2%,x,1%,0
Fc1ccc(NC(=S)NCc2ccc3c(c2)OCO3)cc1,u,0%,11µM*,-9%,5%,-10%,8%,-3%,22%,4%,-71*
Cc1cccc(C)c1N(C(=O)c1ccco1)C(C(=O)NC1CCCC1)c1ccncc1 (stereo not given),3%,4%,-1%,-2%,4%,-3%,-3%,0%,2%,1%,-21
Cc1cc(C)cc(C(=O)N2CC(=O)Nc3ccccc32)c1,11%,-7%,1%,-4%,15%,28%,-10%,-22%,4%,2%,5
COC(=O)c1c(-c2ccco2)csc1NC(=O)C1CC=CCC1C(=O)O (stereo not given),-10%,35%[activator],-3%,u,2%,8%,3%,-1%,20%,u,-3
CCN(CC)c1ccc(NC(=O)Nc2ccccc2C(F)(F)F)cc1,-15%,-7%,-1%,2%,-1%,u,u,3.2µM*,u,-19%,-1
CCCCc1nnc(NC(=O)c2ccc(S(=O)(=O)N3CCOCC3)cc2)s1,x,x,x,x,4%,-7%,2%,-2%,x,x,4
CN(C)CCNc1nc2c(c(=O)[nH]c(=O)n2C)n1CC(O)COc1ccc(Cl)cc1 (stereo not given),0%,1%,-4%,-3%,0%,2%,2%,3%,-4%,0%,-1
CCCC(C)C(=O)Nc1ccncc1 (stereo not given),-7%,-1%,-21%,-2%,0%,u,-2%,2%,6%,1%,-17
COc1ccc(Br)cc1S(=O)(=O)NCCN1CCOCC1,-6%,-8%,1%,1%,1%,-9%,-2%,-8%,14%,-2%,-4
Cc1ccc2nc(SCC(=O)Nc3cc(C)on3)c(C)cc2c1,-9%,1%,-32%,6%,-3%,2%,-3%,4%,0%,2%,-25
COc1ccccc1CNCc1cc(=O)oc2c(C)c(C)ccc12,2%,-1%,-1%,x,u,u,1%,0%,-24%,2%,-2
CCOC(=O)c1sc(NC(=O)C2CC=CCC2C(=O)O)nc1C (stereo not given),4%,-4%,-22%,2%,-3%,-12%,1%,-5%,32%[activator],1%,0
CCC(Cc1ccccc1)NS(=O)(=O)c1ccc2c(c1)NC(=O)C(C)S2 (stereo not given),u,-7%,-8%,x,1%,-11%,2%,-10%,x,-1%,-8
O=C(NCCO)C(=O)Nc1cc2c3c(c1)CCN3C(=O)CC2,-2%,-6%,-15%,x,1%,u,-2%,4%,-12%,0%,5
O=C(NC1CC1)C1CCN(C2CCN(C(=O)/C=C/c3ccc(F)cc3)CC2)CC1,-11%,-5%,8%,-3%,-3%,17%,0%,-2%,-3%,-12%,-8
CCn1c(C)c(C2=CCN(S(=O)(=O)c3ccccc3)CC2)c2ccccc21,4%,14%,16%,0%,21%,-8%,1%,-13%,u,4%,3
NC(=S)Cc1nc(-c2ccc(Cl)cc2)cs1,u,x,5µM*,-10%,-10%,3%,9%,-2%,u,u,12
O=C(N/N=C/c1cccnc1)c1ccc(NC(=O)c2ccc(F)cc2)cc1,-2%,1%,-3%,-3%,0%,13%,-1%,3%,5%,-5%,-3
Cc1nn(-c2ccccc2)c(Cl)c1/C=N/NC(=O)c1ccco1,-2%,5%,22%,-2%,1%,u,3.2µM*,2.5µM*,x,3.8µM*,-4
Cc1cccc(-c2onc3ccc(C(=O)/C=C/N(C)C)cc23)c1,-10%,u,12%,x,0%,u,-1%,0%,-15%,u,10
Cc1c2c(=O)n(-c3nc4ccccc4s3)nc-2cc(O)n1Cc1ccccc1,-1%,3%,-37%,0%,-1%,u,-5%,-16%,x,6.7µM*,-34
O=C(Nc1ccc(N2CCCC2)c(Cl)c1)c1ccc([N+](=O)[O-])o1,-9%[10 µM],u,u,-11%,-8%,u,u,u,u,7.6µM*,-27
Cc1nnc(SCC(=O)N/N=C/c2cn(-c3ccccc3)nc2-c2ccccc2)n1-c1ccccc1,-3%,-7%,u,-2%,0%,u,-5%,-1%,-17%,u,-10
COc1ccc(Cl)cc1NC(=O)CNc1ccccc1F,-7%,-7%,u,19%,u,-2%,-3%,1%,28%,6%,3
CSc1nc2ncc3c(n2n1)CC1c2ccccc2CCN1C3=O (stereo not given),-2%,15%,-8%,0%,25%,-11%,-3%,-1%,-11%,2%,-14
O=C(Nc1nc(-c2cc3ccccc3oc2=O)cs1)c1ccc(Br)o1,-11%,4%,-5%,5%,1%,0%,10%,4%,u,6%,19
C=CCNC(=S)N/N=C/c1ccc(OCc2ccccc2Cl)cc1,1.6µM*,-7%,0.79µM*,3%,0%,u,-2%,-3%,x,3%,-45
O=C(NC1CCCC1)C(c1cccnc1)N(Cc1ccccc1F)C(=O)c1csnn1 (stereo not given),5%,-6%,-6%,x,-3%,8%,-3%,-3%,-2%,0%,-6
CSc1ccc(S(=O)(=O)N(CC(=O)NN=C2CCN(C)CC2)c2ccc(C)cc2)cc1,-2%,-4%,-4%,12%,-1%,-13%,-2%,-4%,u,-7%,-19
